Glioma ERSR ind: qHTS for Inducers of the Endoplasmic Reticulum Stress Response (ERSR) in Human Glioma: qHTS. U87-MG GRP78 promoter luciferase reporter, 16 h. Potency, µM, without a hit: at the highest dose activation, actives largely listed as activators. actives 0.02% (n = 420,000). AID 602332, 2012; note: potency is the fitted concentration of half-maximal effect; series mostly up to about 76 µM; % of control where 0% means no effect; nearly all actives have a fitted effect of over 35% in size
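ERSR induction read as luciferase luminescence (Bright-Glo, 10 min at room temperature) in stably transfected human U87-MG glioma cells exposed to compounds for 16 h, using GRP78 as sensor.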
D1 PAM: Potentiators of Human D1 Dopamine Receptor: qHTS | D(1A) dopamine receptor (Homo sapiens), P21728 | HEK293 TREx D1 cells, calcium flux, dopamine EC20 potentiation | potentiation, % at 10 µM | actives 0.036% (n = 360,000) | AID 504651, 2011; in the data active = potentiation above about 30%; note: 0% is about no effect
Vif-APOBEC3F blk: qHTS for Inhibitors of Vif-A3F Interactions: qHTS; HeLa A3F-eYFP + Vif (tagged APOBEC3F with the HIV-1 protein that degrades it), YFP fluorescence increase; Potency, µM (series often up to 46.1 µM), without a hit: top-dose activity, negative = active; actives 0.2% (n = 390,000); AID 602313, 2012; note: potency is the fitted concentration of half-maximal effect; % of control where 0% means no effect; nearly all actives have a fitted effect of over 65% in size
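HeLa cells stably expressing Vif plus C-terminally eYFP-tagged A3F were seeded, incubated overnight at 37 deg C, dosed with compound, incubated overnight again at 37 deg C. Yellow fluorescence (Ex 488/Em 500-530) reported blocked Vif-mediated A3F-eYFP degradation.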
D1 ag: Allosteric Agonists of the Human D1 Dopamine Receptor: qHTS. D(1A) dopamine receptor (Homo sapiens), P21728. HEK293 T-REx D1 cells, calcium flux, agonist mode. AID 504660, 2011. activation, % at 2 µM. actives 1% (n = 360,000); in the data active = activation above about 30%; note: 0% is about no effect
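Agonism was scored from calcium flux recorded over 180 s (1 read/s) after pintool compound addition, following a 10-cycle baseline. Cells were inducible force-coupled HEK293 TREx D1, plated overnight at 30 C and loaded with no-wash calcium dye.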
D1 antag: Antagonist of Human D 1 Dopamine Receptor: qHTS; actives 3.2% (n = 360,000); HEK293 TREx D1 cells, calcium flux, dopamine EC80; active compounds read low; activity change, negative = inhibition, % at 10 µM; AID 504652, 2011; D(1A) dopamine receptor (Homo sapiens), P21728; in the data active = activity change below about -30%; note: % is set by controls: 0 for no effect and ±100 for the full control effect
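Compound effects on dopamine-evoked calcium signalling were measured in tetracycline-induced HEK293 Trex D1 cells. Dopamine at EC80 followed a 180 s compound pre-read, and fluorescence was tracked kinetically for 180 s more.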
Vif-APOBEC3G blk: qHTS for Inhibitors of Vif-A3G Interactions: qHTS; HeLa A3G-eYFP + Vif (tagged APOBEC3G with the HIV-1 protein that degrades it), YFP fluorescence, overnight; DNA dC->dU-editing enzyme APOBEC-3G (Homo sapiens), Q9HC16; Potency, µM (doses to about 46.1 µM), for inactives: at the top dose activity, negative = active, most hits filed as inhibitors; actives 0.076% (n = 410,000);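 note: potency is the fitted concentration of half-maximal effect; % is set by controls: 0 for no effect and ±100 for the full control effect; nearly all actives have a fitted effect of over 60% in size; hits raise eYFP signal because A3G escapes Vif-driven loss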
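HeLa cells stably expressing Vif and C-terminally eYFP-tagged A3G, seeded overnight at 37 deg C, then exposed to compound by pintool overnight at 37 deg C. Rise in yellow fluorescence (Ex 488/Em 500-530, Acumen) marks blocked Vif-driven A3G degradation.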
RXFP1 agonist: qHTS Assay for Agonists of the Relaxin Receptor RXFP1 | HEK293T-RXFP1 cAMP TR-FRET, 30 min; response scale: percent of porcine relaxin response, buffer zero | Potency, µM (highest dose often 57.5 µM), for the others: at the highest dose activation, actives largely listed as activators | actives 0.3% (n = 370,000) | AID 2676, 2010; note: potency is the fitted concentration of half-maximal effect; % is set by controls: 0 for no effect and ±100 for the full control effect; nearly all actives have a fitted effect of over 60% in size; many of its hits are not listed in these tables
Target sequence (Q9HBX9 whole entry, looked up): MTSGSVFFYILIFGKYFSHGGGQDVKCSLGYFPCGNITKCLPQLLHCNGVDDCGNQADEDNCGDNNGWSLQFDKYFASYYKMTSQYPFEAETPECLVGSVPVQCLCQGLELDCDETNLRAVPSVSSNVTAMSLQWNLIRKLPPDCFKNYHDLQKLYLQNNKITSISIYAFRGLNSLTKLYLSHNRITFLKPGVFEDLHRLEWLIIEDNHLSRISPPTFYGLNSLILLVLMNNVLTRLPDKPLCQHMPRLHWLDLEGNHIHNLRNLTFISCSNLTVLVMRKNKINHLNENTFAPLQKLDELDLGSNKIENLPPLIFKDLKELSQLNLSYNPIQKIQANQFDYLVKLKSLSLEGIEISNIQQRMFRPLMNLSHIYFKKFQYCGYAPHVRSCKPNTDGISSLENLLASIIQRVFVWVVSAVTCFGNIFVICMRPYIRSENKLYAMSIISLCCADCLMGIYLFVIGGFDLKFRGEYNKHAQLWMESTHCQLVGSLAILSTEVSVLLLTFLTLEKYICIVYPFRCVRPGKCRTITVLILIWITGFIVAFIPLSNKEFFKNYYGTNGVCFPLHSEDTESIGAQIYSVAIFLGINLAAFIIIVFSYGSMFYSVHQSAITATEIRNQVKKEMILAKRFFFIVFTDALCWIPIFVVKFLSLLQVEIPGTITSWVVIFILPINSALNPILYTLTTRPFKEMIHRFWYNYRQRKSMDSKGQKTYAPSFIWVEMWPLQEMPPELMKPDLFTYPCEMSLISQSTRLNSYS
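HEK293 cells stably expressing RXFP1, treated 30 min at 37C with compounds plus PDE4 inhibitor Ro 20174; cAMP measured by HTRF TR-FRET. Normalized to buffer and 29 nM porcine relaxin; EC50 by Hill fit.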
RXFP1 antagonist: qHTS Assay for Antagonists of the Relaxin Receptor RXFP1; Relaxin receptor 1 (Homo sapiens), Q9HBX9; HEK293-RXFP1, relaxin-stimulated cAMP HTRF, 30 min; active compounds read low; activity change, negative = inhibition, % at 57.5 µM; actives 0.59% (n = 350,000);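 active = activity change of -60% or lower, but not beyond a set lower limit; inconclusive = change between -60% and -40%, or beyond the set limit; inactive = change above -40%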; note: % is set by controls: 0 for no effect and ±100 for the full control effect
D2 PAM: HTS Assay for Positive Allosteric Modulators of the Human D2 Dopamine Receptor: Primary Screen for Potentiators | potentiation, % at 10 µM | D(2) dopamine receptor (Homo sapiens), P14416 | actives 0.34% (n = 340,000) | HEK293 T-REx D2, calcium flux, EC20 dopamine potentiation | AID 485347, 2010;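 active = potentiation over 3 SD above the plate norm, cut at about 30% in these data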; note: 0% is about no effect
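Primary screen. Calcium kinetics in induced HEK293 T-REx D2 cells: compound pre-addition 180 s, EC20 dopamine, 180 s more.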
* = called active by the depositor; ? = inconclusive; . = no result given; & = joins results of further samples. Unless noted, calls come from the whole dose curve; as a rule, active = well fitted curve in the direction sought with a large enough effect; inconclusive = small, poorly fitted or top-dose-only effect, or another doubt; inactive = no such curve, though single readings can be large; an effect the other way counts as inactive or inconclusive. These rows are one share of the data (hit frequency here may not be typical).

The line under a structure holds: Vif-APOBEC3F blk, RXFP1 agonist, Glioma ERSR ind, D1 PAM, D1 ag, RXFP1 antagonist, Vif-APOBEC3G blk, D2 PAM, D1 antag
1: Fc1ccc(-c2nn(-c3ccc(Cl)cc3)c3c2cnc2ccc(F)cc23)cc1
→ -4%, 0.8%, -4%, 1, 2, -9, 0%, 1, 6
2: CNC(=O)c1ccc(NC(=O)c2cc(S(=O)(=O)N(C)C)ccc2N2CCCC2)cc1
→ -2%, -0.9%, 0%, ., 4, -1, 6%, -5, -6
3: CCCn1c(=O)c(C(=O)NCc2ccccc2Cl)c(O)c2ccccc21
→ -12%, 0.0%, -5%, 1, 2, 3, 2%, 7, 0
4: CCOC(=O)c1c(NC(=O)CSc2nccn2C)sc(C(=O)NC)c1C
→ 1%, 0.7%, -6%, 5, 2, -18, 0%, 6, 5
5: CC(=O)NC1(c2cccc(F)c2)CCN(CC(=O)NC(C)C)CC1
→ 1%, -4.5%, -6%, -11, 1, 2, 1%, 8, -7
6: O=C(NC(=S)N1CCN(c2ccc(F)cc2)CC1)C12CC3CC(CC(C3)C1)C2
→ 0%, 0.5%, -5%, -1, 3, -22, 4%, -3, 8
7: CCCOc1ccc(C(=O)NC(=S)Nc2nc3ccccc3s2)cc1
→ 0%, -0.3%, 2%, -7, 0, 6, 0%, 3, -12
8: CCCCN(CC)CCCNC(=O)c1cc2c(=O)[nH]c3ccccc3c2n1C
→ -8%, -1.1%, -4%, -1, 0, -13, 8%, 13, 3
9: COc1ccccc1NC(=O)C1CCN(C(=O)c2ccc(C(C)(C)C)cc2)CC1
→ 9%, 0.5%, 1%, -4, 10, -10, -1%, 5, -11
10: C=CCN1C(c2ccc(Br)cc2)=CS/C1=C(/C#N)c1nnc(N2CCOCC2)n1-c1ccccc1
→ 7%, 0.3%, -5%, -3, -1, ?, 0%, 4, -7
11: Cc1cccc(-c2noc(-c3ccc(NCc4ccccc4)c([N+](=O)[O-])c3)n2)c1
→ ?, 8.2%, -1%, -2, 3, ., -3%, 4, -2
12: CCN(c1ccccc1)S(=O)(=O)c1ccc(Cl)c(NC(=O)COC(=O)c2cccc(OC)c2O)c1
→ 2%, 0.4%, -4%, -7, 1, -1, 0%, 8, -3
13: COc1ccc2cc(CCNC(=O)c3ccc(S(=O)(=O)N4CCOCC4)cc3)c(=O)[nH]c2c1
→ ?, -1.2%, -1%, 0, 5, -12, -1%, 6, -19
14: COCCN(C(=O)C1=COCCO1)c1c(N)n(CC(C)C)c(=O)[nH]c1=O
→ -1%, 2.9%, -6%, -5, 3, 7, 1%, -1, 11
15: C=CCOc1ccnc(-c2ccccc2)n1
→ -23%, 1.9%, -5%, 5, 2, -5, 2%, 11, 7
16: CC(C)CN(C(=O)COc1ccc(-c2nnco2)cc1)C1CCS(=O)(=O)C1 (configuration not stated)
→ 1%, 2.1%, -5%, 3, 1, -10, -2%, -7, -47*
17: CC1Cc2ccccc2N1S(=O)(=O)c1cccs1 (configuration not stated)
→ -14%, 2.1%, -2%, 0, 1, 21, -4%, 6, 1
18: Cc1nccc2oc(=O)c(NC(=O)c3ccc(Cl)cc3)cc12
→ -10%, 8.9%, 5%, -5, 3, -3, 0%, -3, -23
19: Cn1c(NC(=O)c2cc(Cl)ccc2Cl)cc(=O)n(C)c1=O
→ -3%, 2.0%, -3%, -6, 11, ., -1%, ., 4
20: Cc1cccc(NC(=O)CSc2nnc(-c3ccco3)o2)c1C
→ 3%, 2.8%, 0%, 2, 0, -5, 5%, 12, 1
21: Cc1cc(C)cc(NC(=S)NCCSc2ccc(Cl)cc2)c1
→ ?, 5.1%, -4%, -1, 3, 4, 0%, 3, 14
22: CN(C)CCN(C(=O)c1ccco1)c1nc2cc3c(cc2s1)OCCO3
→ 1%, -3.2%, 0%, 3, 0, -3, -1%, -8, 1
23: COCCCNC(=O)/C(C#N)=C/c1c(N2CCN(C)CC2)nc2ccccn2c1=O
→ 1%, 20%, -3%, -4, 2, 13, 1%, -9, 4
24: O=C(Nc1cc(Cl)ncn1)c1ccccc1
→ 5%, ., 0%, ., ., -21, 0%, ., .
25: COC(=O)CNC(=O)c1nn(-c2cccc(OC)c2)c(=O)c2ccccc12
→ 0%, 3.6%, -3%, -2, 2, -9, -1%, 10, -40*
26: Cc1ccc2nc(C)/c(=N\O)c(C)nc2c1
→ -26%, 1.5%, 8%, -6, 2, 14, 0%, -3, 3
27: CCCCOC(=O)Nc1nc2ccccc2s1
→ -6%, 2.9%, 1%, -3, 0, 5, -1%, 11, 5
28: O=C1NC(c2ccccc2Cl)Nc2ccccc21 (configuration not stated)
→ ., 3.6%, -5%, 0, 0, -10, ?, 8, 18
29: CCOC(=O)Cc1nnc(NC(=O)C(CC)Sc2nc(C)cc(C)n2)s1 (configuration not stated)
→ -1%, 0.4%, -3%, ., 4, ., 0%, 15, -36*
30: CCCN(CCC)CCCNC(=O)c1cn(CC)c2ccc(S(=O)(=O)N3CCc4ccccc4C3)cc2c1=O
→ -8%&-16%, 0.3%&3.0%, -2%&-2%, 6&3, -4&-1, -5, -4%&3%, -4&7, -3&3

Continued:
The line under a structure holds: Vif-APOBEC3F blk, RXFP1 agonist, Glioma ERSR ind, D1 PAM, D1 ag, RXFP1 antagonist, Vif-APOBEC3G blk, D2 PAM, D1 antag
31: CC(C)(C)SCCNC(=O)/C=C/c1ccc([N+](=O)[O-])cc1
→ -16%, -0.5%, 2%, -5, 13, -7, -8%, -6, -36*
32: O=c1[nH]c(=O)c2cn[nH]c2[nH]1
→ 4%, -0.8%, -2%, -1, 0, ., 3%, -4, 1
33: O=C(NCCc1ccccc1)c1ccccc1NS(=O)(=O)N1CCCC1
→ 0%, -0.6%, 6%, 3, 2, 1, 0%, 6, -12
34: CCCCCN1N=C(C)CC1=O
→ 0%, 0.2%, 0%, -4, 1, -3, 2%, 8, 13
35: CCC(C)N(C(=O)CSc1nc(C)c(C)c(C)c1C#N)C1CCS(=O)(=O)C1 (configuration not stated)
→ -1%, -0.8%, -3%, -8, 1, 8, -3%, 0, 33
36: Cc1cc(NS(=O)(=O)c2ccc(Nc3nc(-c4sc(N)nc4C)cs3)cc2)no1
→ ., 1.3%, -5%, -4, 5, ?, -1%, -2, -3
37: Cc1ccc(-c2ccc(=O)n(CC(=O)Nc3cccc(C(=O)N4CCN(C)CC4)c3)n2)cc1
→ -1%, -0.8%, -1%, 0, 1, -25, 4%, -2, -15
38: CC(C)N(Cc1cc2ccccc2[nH]c1=O)C(=O)C1CCCCC1
→ -24%, 1.3%, -2%, -5, 0, -6, -8%, 11, 9
39: COc1ccc(Cn2c(C)cc3c(c2=O)C(c2cccs2)C(C#N)=C(N)O3)cc1OC (configuration not stated)
→ 0%, 3.4%, -3%, -3, 3, 3, 1%, -8, .
40: Cc1ccccc1-c1nc(-c2ccc(NC(=O)c3ccc4c(c3)OCO4)cc2)no1
→ -20%, 8.3%, 12%, -2, 5, -7, 2%, ., -3
41: COc1ccc(C(=O)Nc2cccc(/C=C/c3nc4ccccc4c(=O)[nH]3)c2)cc1
→ 11%, -0.1%, -7%, -4, 2, 2, ?, 3, -19
42: O=C(CSc1cccs1)Nc1cccc2ccccc12
→ 5%, 2.3%, 1%, -2, 0, -11, 1%, -3, -4
43: Cc1nn(C)cc1C=NCCOCc1ccccc1
→ -9%, -0.2%, 1%, -6, 1, 0, -2%, 1, -32*
44: CCOC(=O)c1cnc(SCC(=O)Nc2nc(C)c(C)s2)nc1N
→ 3%, 1.3%, 1%, -11, 1, 7, 1%, -7, -16
45: COc1ccc(-c2noc(N3CCN(c4ccc(C)cc4)C(C)C3)n2)cc1OC (configuration not stated)
→ -1%, 1.5%, -1%, 4, 2, -12, -1%, -17, -9
46: COc1ccc(C2C(=O)c3ccccc3C2=O)cc1
→ -2%, 6.2%, -3%&-4%, -1, -1, -5, 1%, -13, -14
47: Fc1cccc(/C=N/Nc2cc(N3CCOCC3)ncn2)c1
→ -5%, 0.3%, 0%, -8, -3, -17, -1%, -5, 29
48: CCC(C)OC1OC(CO)C(O)C(O)C1NC(C)=O (configuration not stated)
→ -8%, 0.1%, -2%, 2, 0, 19, 1%, 0, 10
49: OCCN1CCN(CC(O)COc2ccc3ccccc3c2)CC1 (configuration not stated)
→ ?, 0.9%, 0%&7%, -6, 3, ?, -8%&0%, 3, 0
50: COc1ccc(OC)c(/C=N/NC(=O)c2cc[n+](CC(=O)c3ccccc3)cc2)c1
→ -20%, 0.6%, -2%, 3, 0, -2, -27%, 12, 14
51: COc1ccc(-c2cc(=O)[nH][nH]2)cc1OC
→ -5%, 0.3%, -4%, -6, 1, 14, 1%, 9, -4
52: Cn1c(NC(=O)c2ccccc2NC(=O)C(C)(C)C)nc2ccccc21
→ -6%, 3.3%, -2%, 0, -1, ., 1%, 10, 8
53: O=C(COCc1cc(-c2ccco2)on1)Nc1cc(Cl)ccc1O
→ 2%, 0.3%, -4%, -3, 10, -28, -2%, 0, -19

Given tab-delimited: 2 of the compounds above
no.	SMILES	Vif-APOBEC3F blk	RXFP1 agonist	Glioma ERSR ind	D1 PAM	D1 ag	RXFP1 antagonist	Vif-APOBEC3G blk	D2 PAM	D1 antag
51	COc1ccc(-c2cc(=O)[nH][nH]2)cc1OC	-5%	0.3%	-4%	-6	1	14	1%	9	-4
52	Cn1c(NC(=O)c2ccccc2NC(=O)C(C)(C)C)nc2ccccc21	-6%	3.3%	-2%	0	-1	.	1%	10	8
